Source: PubChem BioAssay
FBA Mtb inh: Mtb FBA enzyme inhibitors, primary screen, biochemical, fluorescence, strain H37Rv. purified M. tuberculosis FBA, fluorescence read-out. 360,000 compounds, 2.3% hits. Fructose-bisphosphate aldolase (Mycobacterium tuberculosis (strain ATCC 25618 / H37Rv)), …. inhibition, % at 1 µM; in the data active = inhibition above about 27%;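 also: 0% = vehicle and 100% = reference inhibitor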
Target sequence (P9WQA3 whole entry, looked up): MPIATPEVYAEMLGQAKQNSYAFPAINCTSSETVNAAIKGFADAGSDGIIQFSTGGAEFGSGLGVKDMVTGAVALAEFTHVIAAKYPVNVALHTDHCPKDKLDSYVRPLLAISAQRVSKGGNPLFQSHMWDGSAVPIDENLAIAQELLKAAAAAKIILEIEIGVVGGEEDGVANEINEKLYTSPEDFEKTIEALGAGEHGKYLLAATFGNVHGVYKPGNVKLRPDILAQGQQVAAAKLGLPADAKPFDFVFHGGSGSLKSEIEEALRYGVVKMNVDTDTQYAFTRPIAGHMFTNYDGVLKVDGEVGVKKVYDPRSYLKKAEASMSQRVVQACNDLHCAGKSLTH
PfHsp40 yeast: rescue of yeast from PfHsp40 toxicity, primary screen, S. cerevisiae, ATP luminescence | growth rescue, % at 12.5 µM | S. cerevisiae expressing PfHsp40, growth rescue | 340,000 compounds, 0.68% hits; in the data active = growth rescue above about 28%, passing the limit was not always enough; inconclusive = no clear call, values can overlap the other calls;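 also: yeast W303a lacking pdr1 and pdr3 grown in galactose medium; growth measured after three days at 30 °C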
BioA inh: M. tuberculosis BioA enzyme inhibitors, primary screen, biochemical, plate reader, single point, HTS; 7,8-diaminopelargonic acid synthase BioA (Mycobacterium tuberculosis); purified M. tuberculosis BioA enzyme; inhibition, % at 9.99 µM; 360,000 compounds, 0.096% hits; AID 602481, 2012; in the data active = inhibition above about 40%; inconclusive = no clear call, values can overlap the other calls
Mtb UGM inh: M. tuberculosis UGM enzyme inhibitors, primary screen, biochemical, fluorescence polarization, single point | purified UGM, fluorescence polarization probe displacement | 320,000 compounds, 0.06% hits | AID 504406, 2011 | inhibition, % at 10 µM; in the data active = inhibition above about 10%, passing the limit was not always enough; inconclusive = no clear call, values can overlap the other calls
Target sequence (P9WIQ1 whole entry, looked up): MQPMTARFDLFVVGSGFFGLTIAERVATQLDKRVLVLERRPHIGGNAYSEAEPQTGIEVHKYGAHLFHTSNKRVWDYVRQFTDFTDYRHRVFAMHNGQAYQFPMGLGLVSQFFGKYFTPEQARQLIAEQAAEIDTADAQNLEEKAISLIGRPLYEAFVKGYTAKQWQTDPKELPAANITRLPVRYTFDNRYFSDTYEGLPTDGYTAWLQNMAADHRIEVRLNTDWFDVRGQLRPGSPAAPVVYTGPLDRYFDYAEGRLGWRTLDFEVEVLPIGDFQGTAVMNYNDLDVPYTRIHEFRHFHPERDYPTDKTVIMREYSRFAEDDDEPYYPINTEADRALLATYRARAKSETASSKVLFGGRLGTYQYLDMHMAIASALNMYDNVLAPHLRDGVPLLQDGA
Anthrax LF prot: Bacillus anthracis LF protease inhibitors, primary screen, biochemical, multiplex microsphere, MLPCN library. AID 588501, 2011. inhibition, % at 10 µM. Lethal factor (Bacillus anthracis), P15917. multiplex microsphere protease cleavage assay. 360,000 compounds, 0.12% hits; also: plate controls were buffer without enzyme for full effect and enzyme alone for no effect
BoNT F protease: BoNT/F light chain protease inhibitors, primary screen, biochemical, flow cytometry, MLPCN library; 360,000 compounds, 0.22% hits; Botulinum neurotoxin type F light chain protease (Clostridium botulinum); inhibition, % at 10 µM; AID 588497, 2011; Multiplex microsphere protease cleavage assay; in the data active = inhibition above about 35%, passing the limit was not always enough; inconclusive = no clear call, values can overlap the other calls; also: plate controls were buffer without enzyme for full effect and enzyme alone for no effect
FadD28 FP inh: inhibitors of FadD28 bisubstrate probe binding, primary screen, biochemical, fluorescence polarization, single point; Mycobacterium tuberculosis FadD28 fatty-acid-AMP ligase; inhibition, % at 12.5 µM; 360,000 compounds, 0.22% hits; AID 588549, 2011; in the data active = inhibition above about 8.5%, passing the limit was not always enough; inconclusive = no clear call, values can overlap the other calls
BoNT A protease: BoNT/A light chain protease inhibitors, primary screen, biochemical, flow cytometry, MLPCN library. Botulinum neurotoxin type A light chain protease (Clostridium botulinum A str. ATCC 3502). multiplex microsphere protease substrate cleavage. inhibition, % at 10 µM. 360,000 compounds, 0.17% hits. AID 588499, 2011; also: plate controls were buffer without enzyme for full effect and enzyme alone for no effect
GDH-TPI inh: GDH-TPI coupling enzyme inhibitors, primary screen, artefact control for M. tuberculosis FBA inhibitor project, biochemical, absorbance, full deck. GDH-TPI coupled enzyme counterscreen, NADH absorbance. 360,000 compounds, 1.2% hits. inhibition, % at 4.8 µM. AID 588335, 2011; in the data active = inhibition above about 30%;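 also: 0% = DMSO wells and 100% = wells lacking the enzyme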
* = called active by the depositor; ? = inconclusive; . = no result given; & = joins results of further samples. Rule as the data show it, unless noted: active = inhibition above about 30%; inconclusive = no clear call, values can overlap the other calls; inactive = below that. Compounds as they come; any-hit rate near 4.7%.

SMILES	FBA Mtb inh	PfHsp40 yeast	BioA inh	Mtb UGM inh	Anthrax LF prot	BoNT F protease	FadD28 FP inh	BoNT A protease	GDH-TPI inh
CCONc1ncnc2nonc12	-4	-0.8	-1.6	0.1	0	4	-2.8	0.6	27
CSc1sc(C(=O)NNC(C)=O)c2c1C1(CCC2)SCCS1	-1	-0.5	.	-0.2	-5	-3	-6.2	-0.3	17
O=c1[nH]c(CN(CCO)CCO)nc2c1C1(CCCCC1)Cc1ccccc1-2	1	1.4	-3.3	0.2	-2	11	1.3	-0.1	16
S=C1N(c2ccccc2)CN(C2CCCCC2)CN1c1ccccc1	-1	-1.4	1.9	2.5	3	6	-0.7	-3.6	0
Cc1nn(Cc2ccccc2Cl)c(C)c1C(=O)OCC(=O)NC1CCS(=O)(=O)C1 (configuration not stated)	0	-0.3	.	2.7	-1	-4	-1.5	0.0	6
COc1ccc(-c2ccc3nncn3c2)cn1	-1	.	3.7	.	-1	-7	-0.7	-0.3	4
COc1ccccc1NS(=O)(=O)c1cccc(NC(=O)c2cc3ccccc3oc2=O)c1	2	0.1	.	2.0	9	6	-2.7	2.0	0
Cc1ccc(CNC(=O)c2ccc3c(=O)n(CC4CCCO4)c(=S)[nH]c3c2)cc1 (configuration not stated)	-1	1.1	-0.5	3.1	-2	-14	0.7	-1.9	9
Cc1ccccc1OCCCC(=O)Nc1ccc(S(=O)(=O)Nc2onc(C)c2C)cc1	3	-1.0	-2.3	2.8	1	5	0.7	0.0	1
CCOC(=O)CSc1nc(C)c2cc(C)c(C)cc2n1	-1	-0.3	2.3	-0.5	-5	-1	-3.3	-0.8	4
COc1ccccc1NC(=O)Nc1cc(C(C)(C)C)nn1C	-3	1.8	.	1.8	.	.	0.3	.	0
COc1ccc(CN2CCNC(=O)C2CC(=O)N(C)CCc2cnn(C)c2)c(F)c1 (configuration not stated)	7	-0.4	-3.3	-2.7	-2	3	0.0	0.3	9
CCc1c(C(=O)NNC(=S)NCC2CCCO2)csc1C (configuration not stated)	-5	0.0	.	-0.6	2	-2	0.4	0.1	2
Cc1ccc(S(=O)(=O)N2CCC(C(=O)Nc3ccccc3N3CCCCC3)CC2)cc1	-1	-0.4	0.2	1.1	-2	-2	-2.9	-0.1	2
O=C1CC(c2ccc(F)cc2)Sc2nc(C34CC5CC(CC(C5)C3)C4)nn21 (configuration not stated)	1	0.0	.	0.0	-1	4	-0.5	0.1	2
O=c1c2ccccc2ccc2ccccc12	6	-0.7	-1.9	2.0	-7	1	-2.4	0.0	14
COc1ccc(Cl)cc1NC(=O)NCC1CCN(Cc2cc(C)ccc2C)CC1	-1	-0.5	-0.4	-0.7	-3	-14	-5.2	-1.9	-9
Cc1cccc(NC(=O)C2CC(O)CN2C(=O)OCc2ccccc2)c1 (configuration not stated)	3	1.8	.	3.7	1	1	-2.6	0.0	-1
CCOC(=O)N1CCC(Nc2c(NCCN3CCN(c4ccccc4F)CC3)c(=O)c2=O)CC1	1&0	-1.0&0.2	0.1&-0.7	-0.2	-6&4	-4&-2	-0.7&-1.7	-0.7&-0.6	1&-7
Cc1cccc(NC(=O)c2cccc(S(=O)(=O)Nc3c(C)n(C)n(-c4ccccc4)c3=O)c2)c1	0	0.5	-1.2	.	-8	-3	-5.3	0.0	0
Cc1ccc(S(=O)(=O)CC(=O)NC(C)(C)C)cc1	-1	-1.0	-1.2	-1.5	-6	4	-3.0	0.5	-15
O=C1NCCN(CC2CCN(CCc3ccccc3)CC2)C1=O	-1	.	-1.9	.	-3	-6	-0.7	-0.3	4
CC(C)C1CC(CCNCc2ccc3c(c2)OCO3)(c2ccccc2)CCO1 (configuration not stated)	2	1.0	.	5.0	-9	-5	-2.7	-0.6	-15
CCC1=NN(C(=O)c2ccc(C)cc2)C(O)(c2ccc(Br)cc2)C1 (configuration not stated)	-1	1.3	0.5	1.1	-3	2	2.0	0.1	-4
COCCSc1ccccc1C(=O)Nc1nccs1	1	0.2	-0.2	-3.4	-1	-4	-2.4	-0.3	0

Four compounds from above, showing only PfHsp40 yeast, BoNT F protease and FadD28 FP inh.
mol	PfHsp40 yeast	BoNT F protease	FadD28 FP inh
Cc1nn(Cc2ccccc2Cl)c(C)c1C(=O)OCC(=O)NC1CCS(=O)(=O)C1 (configuration not stated)	-0.3	-4	-1.5
COc1ccc(-c2ccc3nncn3c2)cn1	.	-7	-0.7
COc1ccccc1NS(=O)(=O)c1cccc(NC(=O)c2cc3ccccc3oc2=O)c1	0.1	6	-2.7
Cc1ccc(CNC(=O)c2ccc3c(=O)n(CC4CCCO4)c(=S)[nH]c3c2)cc1 (configuration not stated)	1.1	-14	0.7

The results go on.
SMILES	FBA Mtb inh	PfHsp40 yeast	BioA inh	Mtb UGM inh	Anthrax LF prot	BoNT F protease	FadD28 FP inh	BoNT A protease	GDH-TPI inh
CCCCn1c(NC(=O)CC)c(C#N)c2nc3ccccc3nc21	6	-1.5	-1.1	-0.6	11	-1	-1.6	3.7	4
CCCCN(CC)Cc1ccc(CNC(=S)Nc2ccccc2F)o1	-2	0.2	.	-0.9	1	-1	-0.5	-1.1	3
Cc1ccc(CNC(=O)COC(=O)c2ccc(S(=O)(=O)NCc3ccco3)cc2)cc1	2	-0.7	-2.1	0.6	3	-6	-2.9	-0.6	11
N#CCC(=O)Nc1ncc(Cc2ccccc2Cl)s1	-1	-0.9	.	-1.2	0	-4	-1.1	-0.2	5
O=C(Nc1cccc(N2C(=O)C=CC2=O)c1)c1cccs1	-2	-0.1	-1.0	.	-2	-11	-6.4	-4.4	-4
O=C1CC(c2cccc(F)c2)SC(N(c2ccccc2)c2ccccc2)=N1 (configuration not stated)	-3	-1.3	.	-1.2	-1	-2	0.0	-0.4	6
CC(=O)Nc1ccc(NC(=O)CSc2nnc3ccc(-c4ccccn4)nn23)cc1	3	-0.4	.	-1.7	-4	3	-0.7	-4.0	-4
Cc1c(Br)cnn1C(C)C(=O)N1CCN(c2ccccc2F)CC1 (configuration not stated)	6	-0.4	6.0	-0.9	-1	6	0.0	-0.4	2
O=C(COC(=O)Cc1ccc(Br)cc1)NCC1CCCCC1	-2	2.6	.	-4.2	-5	-1	-1.8	-0.5	0
O[C@H]1C[C@H](c2ccc(Cl)cc2)N(CC2CCCCC2)C[C@@H]1n1cc(-c2ccc(F)cc2)nn1	-2	.	6.1	.	-2	0	0.4	-0.2	-7
CN1CCc2c(c3ccccc3n2C)C1	6	-1.6	0.4	0.3	1	13	1.7	1.6	4
CC(=O)N(Cc1c(C#N)c2ccccc2n1C)c1ccccc1	1	0.8	1.8	2.7	1	1	-5.7	0.0	-3
CN(CCCN1CCOCC1)Cc1nc(-c2ccccc2)no1	0	0.2	.	4.8	-2	-2	-0.3	-0.2	3
COCCCNC(=O)c1ccc(N(C)S(C)(=O)=O)cc1	1	-0.5	-1.2	1.4	-9	-9	-3.0	0.0	17
Cc1cccc([C@H]2[C@@H]3C=CCC[C@@H]3C(=O)N2Cc2ccccc2)c1	-2	1.6	1.0	.	-1	-8	-4.6	-0.1	-13
CC(=O)Nc1ccc(NC(=O)CCn2nnc3ccccc32)cc1	0	-1.8	.	1.4	-9	-5	-1.0	-1.9	-1
O=C(N/N=C/c1cc2ccccc2nc1Cl)/C(=C/c1cccs1)NC(=O)c1ccccc1	1	-0.4	0.5	0.3	-2	20	-2.0	-0.4	23
COc1ccccc1C1CCCN1Cc1nc(-c2ccc(C)s2)oc1C (configuration not stated)	13	0.3	-1.2	2.3	1	15	-3.1	2.6	3
CC(=O)c1ccc(S(=O)(=O)Nc2cc3c(cc2C(C)=O)OCO3)cc1	1	-1.1	-1.7	1.5	1	-3	-3.2	-0.7	0
CC(C)n1ncc2c(C(=O)NCCc3ccc(S(N)(=O)=O)cc3)cc(C3CC3)nc21	28*	0.2	-0.2	.	.	.	-5.7	.	-2
Cc1cc(C)n2nc(S(=O)(=O)NC(C)(C)C)nc2n1	-1	0.1	-0.8	1.7	-6	-2	0.1	-0.1	2
O=C(COC(=O)/C=C/c1ccc(Cl)cc1)NC1CC1	-1	0.1	-1.7	3.3	3	0	-1.6	-0.7	9
COc1ccc(C2C3CCCCC3(O)CCN2C(=O)c2cccs2)cc1 (configuration not stated)	-2	23	1.1	0.5	-1	-1	0.1	-0.4	-7
Cc1c(OCc2nn[nH]n2)ccc2c3c(c(=O)oc12)CCC(C)C3 (configuration not stated)	107*	0.0	0.8	4.1	-10	-1	-18	?	27
CCN(CC)c1ccc(N2C(=O)/C(=C\c3cccs3)SC2=S)cc1	-1	-0.3	.	3.8	6	-6	-3.3	5.1	5
SMILES	FBA Mtb inh	PfHsp40 yeast	BioA inh	Mtb UGM inh	Anthrax LF prot	BoNT F protease	FadD28 FP inh	BoNT A protease	GDH-TPI inh
COc1ccc(CCN(C)C(=O)c2c(C)nn(CC(C)C)c2Cl)cc1OC	-2	0.1	0.2	-0.7	-1	-9	-3.3	-1.8	-1
O=c1c2ccccc2ncn1CCOCCOc1ccc([N+](=O)[O-])cc1	0	-0.9	-1.4	0.2	-5	-4	0.4	-0.5	8
Cc1c2cnn(CC(=O)N3CCC4(CC3)OCCO4)c(=O)c2c(C)n1Cc1cccc(Cl)c1	-1	-0.4	6.7	2.0	-3	-1	2.2	0.4	-5
CCS(=O)(=O)c1nc(S(=O)(=O)c2ccc(Cl)cc2)c(NCCCN2CCCC2=O)s1	-4	-1.3	1.0	-0.7	3	13	-1.7	9.9	24
Nc1nonc1-n1nnc(C(=O)N/N=C/c2cccc(Cl)c2)c1CSc1ccccc1	-1	.	-0.4	2.9	-8	-2	0.7	-0.4	-5
CC1CCN(C(=O)CSc2nnc(-c3cccnc3)o2)CC1	-1	-0.1	2.3	1.1	-1	-14	0.1	-1.5	0
Cc1ccc(-n2nc3c(c2NC(=O)CC(C)C)CS(=O)C3)cc1 (configuration not stated)	2	0.5	3.1	1.3	0	-10	-1.2	0.3	11
CCOC(CCn1c(SCc2cccc([N+](=O)[O-])c2)nc2ccccc2c1=O)OCC	-1	0.6	-4.5	-0.1	-4	-7	0.5	-2.2	11
Cc1ncc(CO)c2c1Oc1nc(-c3ccccc3)nc(SCC(=O)N3CCOCC3)c1C2	1	-0.4	10	-1.5	-4	4	-0.9	1.5	13
Clc1ccc(-c2cnn3c(-c4ccncc4)ccnc23)cc1	-8	0.2	.	-1.5	1	-2	-2.6	0.1	-3
CCN(CC)CCNc1cc(C)c(C#N)c2nc3ccccc3n12	86*	-1.4	-2.6	2.3	-14	7	-2.7	-1.6	13
CCn1c(-c2c[nH]c3ccccc23)n[nH]c1=S	2	-1.0	-0.8	0.9	-7	0	-0.8	-0.4	5
O=C(COc1ccc(-c2ccccc2)cc1)N1CCN(S(=O)(=O)Cc2ccccc2)CC1	1	1.1	-0.4	-1.1	-4	1	0.1	-0.1	8
Cn1c(Cc2cccs2)nnc1SCC(=O)Nc1ccc(F)cc1F	1	0.2	-1.2	1.0	.	.	1.5	.	2
Cn1c(N)c(C(=O)COC(=O)C2CC(=O)N(Cc3ccccc3)C2)c(=O)n(C)c1=O (configuration not stated)	1	-0.3	1.1	-3.0	-2	-3	-2.1	-0.4	4
Cc1nc(-c2ccncc2)sc1C(=O)Nc1ccc(Cl)cc1	4	0.1	.	0.4	0	-8	-1.4	-2.9	12
Brc1cccc(-c2cnc3n2CCCCC3)c1	11	-0.8	.	2.9	1	6	-1.0	-0.5	-7
